High-throughput results (PubChem BioAssay)
N370S GC: qHTS Assay for Inhibitors and Activators of N370S glucocerebrosidase as a Potential Chaperone Treatment of Gaucher Disease; N370S GC spleen homogenate, 4MU-glucoside fluorescence; Potency, µM (doses to about 59.4 µM), for inactives: top-dose activity change, negative = inhibition, hits mostly inhibitors; 330,000 tested, 0.092% active; AID 2101, 2009;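 note: 0% = full enzyme activity and -100% = no enzyme basal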
DT40 TDP1 no CPT: qHTS for Inhibitors of human tyrosyl-DNA phosphodiesterase 1 (TDP1): qHTS in cells in absence of CPT; DT40 Tdp1-/- hTDP1 cells, no CPT, ATP luminescence, 48 h; Potency, µM (highest dose often 46.2 µM), for the others: at the top dose activity change, negative = growth inhibition, hits mostly inhibitors; 420,000 tested, 15% active; AID 686978, 2013; note: nearly all actives have a fitted effect of over 55% in size
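Cells were dispensed at 400 per well, compounds added by pin tool, plates incubated ≥48 hr at 37 °C, then CellTiter-Glo added for 30 min at room temperature before luminescence reading. Line: DT40 Tdp1-/- complemented with hTDP1; camptothecin omitted.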
TDP1 block: qHTS Assay for Inhibitors of Tyrosyl-DNA Phosphodiesterase (TDP1); recombinant TDP1, AlphaScreen DNA substrate cleavage; Tyrosyl-DNA phosphodiesterase 1 (Homo sapiens), Q9NUW8; Potency, µM (titrated, usually from 130 µM), inactives show top-dose activity change, negative = inhibition, usual class: inhibitors; 350,000 tested, 0.28% active; note: nearly all actives have a fitted effect of over 40% in size
Target sequence (Q9NUW8 whole entry, looked up): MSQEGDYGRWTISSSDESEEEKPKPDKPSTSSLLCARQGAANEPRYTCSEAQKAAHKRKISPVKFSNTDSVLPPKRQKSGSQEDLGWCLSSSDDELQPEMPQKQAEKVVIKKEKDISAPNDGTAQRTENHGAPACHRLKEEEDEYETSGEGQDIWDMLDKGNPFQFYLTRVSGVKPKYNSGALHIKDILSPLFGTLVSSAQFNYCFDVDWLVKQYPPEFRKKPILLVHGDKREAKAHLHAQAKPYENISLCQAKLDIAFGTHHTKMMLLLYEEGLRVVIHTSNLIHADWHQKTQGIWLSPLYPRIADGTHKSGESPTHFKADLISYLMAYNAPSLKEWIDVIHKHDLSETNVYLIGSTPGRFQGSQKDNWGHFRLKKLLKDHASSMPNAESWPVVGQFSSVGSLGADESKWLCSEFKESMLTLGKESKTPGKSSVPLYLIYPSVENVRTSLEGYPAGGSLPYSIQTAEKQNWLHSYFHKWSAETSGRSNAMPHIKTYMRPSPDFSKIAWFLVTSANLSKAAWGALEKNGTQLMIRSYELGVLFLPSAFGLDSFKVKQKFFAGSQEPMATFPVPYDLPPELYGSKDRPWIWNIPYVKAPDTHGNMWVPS
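Recombinant E. coli-expressed Tdp1 (1 nM) preincubated with compound 15 min at RT, then 5'-biotin/3'-phosphotyrosine-FITC DNA substrate (15 nM) added for 5 min. AlphaScreen beads (10 ug/ml) added, 10 min RT; tyrosine-FITC cleavage read as signal loss.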
Active calls of the source: *; ? = inconclusive; . = no result given; [ ] = another dose, or the depositor's remark. Calls come from the whole dose curve; as a rule, active = well fitted curve in the direction sought with a large enough effect; inconclusive = small, poorly fitted or top-dose-only effect, or another doubt; inactive = no such curve, though single readings can be large; an effect the other way counts as inactive or inconclusive. Unless noted, % is set by controls: 0 for no effect and ±100 for the full control effect; potency is the fitted concentration of half-maximal effect.

Sequence of screens – DT40 TDP1 no CPT | TDP1 block | N370S GC
1: O=C(Nc1nc2ccc(F)cc2s1)Oc1ccccc1
 : -36% | 10% | 1%
2: O=C(N/N=C/c1cc2c(cc1[N+](=O)[O-])OCO2)c1cccnc1
 : -15% | . | 5%
3: Cc1ccccc1C(=O)N(Cc1ccc(N(C)C)cc1)CC1CCCO1 (stereo not drawn)
 : ? | 5% | .
4: CC(C)(C)NC(=O)NC(=O)COC(=O)CNC(=O)c1cc(Cl)cc([N+](=O)[O-])c1
 : 17% | 0% | 11%
5: CCCCN(C(=O)c1cccc(S(=O)(=O)N2CCN(Cc3ccccc3)CC2)c1)c1ccccc1
 : 16µM* | -17% | -5%
6: O=C(Nc1cc(C(F)(F)F)ccc1Cl)c1cccnc1
 : -19% | . | -12%
7: COc1ccnc2c1c(=O)n(Cc1ccc(F)cc1)c(=O)n2C
 : 5% | 3% | 3%
8: O=C(Nc1ccc2oc(-c3cccc(Cl)c3Cl)nc2c1)c1cccc(Br)c1
 : ? | -4%[12.3 µM] | .
9: CN(C)c1ccc(CNn2cnnc2SCc2ccccc2F)cc1
 : ? | 5% | 30%
10: Cc1ccc(NC(=O)COc2ccc(CCO)cc2-n2nc3ccccc3n2)cc1C
 : 12µM* | 3% | -2%
11: Cc1ccc(CNS(=O)(=O)NCc2cccs2)cc1
 : ? | 4% | 10%
12: CCOC(=O)c1cc(C)n(-c2ccccc2)c1C
 : -13% | 3% | 11%
13: Cc1ccc(NC(=O)Nn2cnnc2)c(C)c1
 : 10% | 3%[56.1 µM] | -20%
14: Cc1ccn2c(C(=O)NN=C3CCN(C)CC3)c(C)nc2c1
 : -23% | -1% | 28%
15: Cc1ccc(C(=O)N/N=C\c2cc(Br)c(Br)o2)cn1
 : 16µM* | . | -2%
16: CCOC(=O)c1ccc(Nc2ncnc3nc[nH]c23)cc1
 : ? | 5% | 3%
17: Cc1ccc(C(C)NC(=O)C2CCCC2)c(C)c1 (stereo not drawn)
 : 1% | . | 0%
18: COc1cc(OC)c(NC(c2nnc(-c3ccccc3)o2)c2ccc(F)cc2Cl)cc1Cl (stereo not drawn)
 : 18µM* | 8% | .
19: CCOC(=O)N1CCC(NC(=O)CCN2C(=O)C3C4C=CC(C4)C3C2=O)CC1 (stereo not drawn)
 : -24% | 8% | 0%
20: CC1CCCCN1C(=O)COC(=O)c1ccc(=O)n(Cc2ccccc2)n1 (stereo not drawn)
 : -11% | . | -6%

4 of these compounds in a different format:
#17 Cc1ccc(C(C)NC(=O)C2CCCC2)c(C)c1 (stereo not drawn)
  DT40 TDP1 no CPT = 1%
  TDP1 block = .
  N370S GC = 0%

#8 O=C(Nc1ccc2oc(-c3cccc(Cl)c3Cl)nc2c1)c1cccc(Br)c1
  DT40 TDP1 no CPT = ?
  TDP1 block = -4%[12.3 µM]
  N370S GC = .

#14 Cc1ccn2c(C(=O)NN=C3CCN(C)CC3)c(C)nc2c1
  DT40 TDP1 no CPT = -23%
  TDP1 block = -1%
  N370S GC = 28%

#13 Cc1ccc(NC(=O)Nn2cnnc2)c(C)c1
  DT40 TDP1 no CPT = 10%
  TDP1 block = 3%[56.1 µM]
  N370S GC = -20%

Next structures follow:
Sequence of screens – DT40 TDP1 no CPT | TDP1 block | N370S GC
21: COc1cc(C=O)ccc1Oc1ccc(S(=O)(=O)N2CCOCC2)cc1[N+](=O)[O-]
 : -29% | 0% | .
22: O=[N+]([O-])c1ccc2nc(NCCCO)nc(-c3ccccc3)c2c1
 : 23µM* | 0% | 5%
23: O=C(c1cc(C(F)(F)F)cc(C(F)(F)F)c1)N1CCC2(CC1)CN(c1ncccn1)C2
 : ? | . | -9%
24: O=C(CSc1nc2c(c(=O)n1-c1ccc(Br)cc1)SCC2)Nc1nccs1
 : -14% | 3% | 7%
25: CCOC(=O)CC1C(=O)NCCN1C(=O)c1ccc(Cl)c(Cl)c1 (stereo not drawn)
 : -1% | . | -2%
26: COc1ccc(NC(=O)N(C)C[C@H]2Oc3c(NC(=O)C4CC4)cccc3C(=O)N([C@H](C)CO)C[C@@H]2C)cc1
 : -7% | 1% | .
27: CC(C)c1ccc(CNC(=O)C(=O)Nc2nccs2)cc1
 : 0% | 3% | 1%
28: NC(=O)c1nnn(-c2ccc([N+](=O)[O-])cc2)c1-c1ccccc1
 : -1% | 6% | 7%
29: Fc1ccc(NC(=S)Nc2ccc3nccnc3c2)cc1
 : 18µM* | 7% | -28%
30: COc1ccc(N2CCN(CCCNC(=O)CC3Oc4ccc(C)cc4NC3=O)CC2)cc1 (stereo not drawn)
 : ? | 6% | 2%
31: CCOC(=O)C1CCCN(C2CCN(Cc3nc(-c4ccccc4)no3)CC2)C1 (stereo not drawn)
 : 0% | . | 7%
32: Cc1ccc(C(=O)COC(=O)C(Cc2c[nH]c3ccccc23)NC(=O)c2ccc(C(C)(C)C)cc2)cc1 (stereo not drawn)
 : 23µM* | 0% | .
33: O=C(Cn1[nH]c(=O)c2ccccc2c1=O)OCC(=O)c1ccc(Br)cc1
 : 4% | -6% | -3%
34: CCOc1nc(-c2ccccc2Cl)ccc1C#N
 : -10% | -8% | 6%
35: Cc1ccccc1CN1CCN(CC2CC3C=CC2C3)CC1 (stereo not drawn)
 : -24% | -2% | 11%
36: CC1(C)CC(=O)C2=C(C1)Oc1nc3ccccc3cc1C2C(C#N)C#N (stereo not drawn)
 : 4.1µM* | 5% | .
37: O=C(NC1CCCCC1)C(c1ccccc1)N(C(=O)c1csnn1)C1CC1 (stereo not drawn)
 : -19% | 1% | 3%
38: Cc1cc(C)n2nc(CCc3ccccc3)nc2n1
 : -3% | 0% | 2%
39: CN(Cc1cnccn1)C(=O)CC1C(=O)NCCN1Cc1cccc(F)c1 (stereo not drawn)
 : 4% | 3% | 1%
40: CC1=C(c2ccc(C(C)C)cc2)S(=O)(=O)N=C1N1CCC(C(=O)NCc2ccccc2)CC1
 : ? | 6% | .
41: Cc1ccccc1S(=O)(=O)NNC(=O)C(=O)NNc1ccccn1
 : 23µM* | 10% | 4%
42: Cc1onc(-c2ccccc2)c1C(=O)N1CCN(c2ncccn2)CC1
 : -21% | 0% | 12%
43: O=C(COC(=O)CC12CC3CC(CC(C3)C1)C2)Nc1ncc(Cl)cc1Cl
 : -12% | -9% | 8%
44: Cc1ccc(CSc2nc(=O)c3c(n2C)NC(=O)CC3c2ccc(OC(C)C)cc2)cc1 (stereo not drawn)
 : -15% | 5% | .
45: CCOC(=O)CNC(=O)CSc1nnc(-c2c[nH]c3ccccc23)n1CC
 : -4% | -1% | -12%
46: CCOc1ccc(N2C(=O)Nc3ccc(Br)cc3C2(O)C(=O)NC(C)C)cc1 (stereo not drawn)
 : -6% | . | -11%
47: COc1ccccc1NC(=S)N=Nc1c(O)[nH]c2ccc(Br)cc12
 : 1.5µM* | 5% | ?
48: Cc1nnc(-c2ccccc2)nc1N(C)C
 : -16% | 8% | 2%
49: CC1=NN(c2nc(-c3ccccc3)cs2)C(=O)C1N=Nc1ccccc1 (stereo not drawn)
 : 15µM* | 3% | 3%
50: CCN(CCCNC(=O)c1cc2c(Cl)nc3ccccc3c2s1)Cc1ccccc1
 : 23µM* | 1% | .
51: Cc1ccc(-n2nnc3c(=O)oc4ccccc4c32)cc1
 : 21µM* | 2% | 1%
52: COc1cc(C(=O)Nc2nc3ccc(S(=O)(=O)N4CCOCC4)cc3s2)cc(OC)c1OC
 : -26% | 8% | -7%
53: CCOc1ccccc1NC(=O)c1ccc2c(Cl)c3c(nc2c1)CCCC3
 : 23µM* | 6% | .
54: O=C(COc1ncnc2ccccc12)Nc1ccc(Cl)c(S(=O)(=O)N2CCOCC2)c1
 : -27% | 7% | -6%
55: CC(C)CCn1c(SCC(=O)OCn2nnc3ccccc3c2=O)nc2ccccc2c1=O
 : -16% | 4% | 17%
56: COc1cccc(-c2nnc(NC(=O)Cc3cccs3)s2)c1
 : -30% | ? | 0%
57: CCCCCC(=O)N/N=C(\C)c1ccc(N2CCCCC2)cc1
 : ? | 4% | 22%
58: O=C(O)CN=C1NC2(CCCCC2)Cc2ccccc21
 : -5% | 0% | 1%
59: Cc1cc(C(=O)NCC(=O)OCC(=O)NCCc2ccccc2)ccc1[N+](=O)[O-]
 : 3% | 3% | 5%
60: CCc1ccccc1NS(=O)(=O)c1cc(C)ccc1OC
 : -29% | 0% | 0%
61: CCOC(=O)N1CCN(C(=O)CNC(=O)Cn2cnc3ccccc3c2=O)CC1
 : -5% | 0% | -14%
62: O=C(c1ccncc1)N1CCC[C@@]2(CCN(c3ccccn3)C2)C1
 : 0% | . | -13%
63: CC(C)(C)C1CCc2nc(NC(=O)c3cccc(Cl)c3)sc2C1 (stereo not drawn)
 : 23µM* | 6% | .
64: CN(C)c1nc(=Nc2cccc(Cl)c2)ss1
 : 0.21µM* | . | 12%
65: N#CCCN(C(=O)COC(=O)C1CCN(S(=O)(=O)c2cccs2)CC1)c1ccccc1
 : 3% | 3% | 3%
66: CCn1ncc(CNC(=O)C2(C)CC2(Br)Br)c1C (stereo not drawn)
 : -3% | -2% | 14%
67: CC(C)(O)C(=O)NNC(=S)Nc1cccc(C(F)(F)F)c1
 : 9% | -2% | 7%
68: Cc1cc(NC(=O)CSc2nnc(-c3ccccc3)n2Cc2ccco2)no1
 : -12% | 6% | -2%
69: CCOc1cccc(-c2nnc3sc(C4CCCCC4)nn23)c1
 : ? | 3% | ?
70: Cc1cccc(C)c1NC(=O)CN(C)C(=O)c1ccc(-n2cncn2)c([N+](=O)[O-])c1
 : 1% | -2% | -1%
71: Cc1c(C2C(C#N)=C(N)N(c3ccccc3C#N)C3=C2C(=O)CCC3)cnn1C (stereo not drawn)
 : 1% | 0% | 9%
72: COc1ccc(NC(=O)CCNS(=O)(=O)c2ccc(Br)s2)cc1
 : -5% | 2% | 8%
73: COc1ccccc1CNc1ncnc2onc(-c3ccc(F)cc3)c12
 : -32% | 0% | .
74: CCNc1ncc2nc(C)c(=O)n(Cc3cccs3)c2n1
 : -23% | . | 18%
75: Cn1c(N)c(C(=O)COC(=O)C2CCCCC2)c(=O)n(C)c1=O
 : -12% | 1% | 5%
76: COc1cc(/C=c2\sc3nc(=O)c(-c4ccccc4)nn3c2=O)ccc1OCCC(C)C
 : -28% | -2% | 4%
77: COc1ccc(OC)c(-c2nc3c(C)n[nH]c(=O)c3[nH]2)c1
 : ? | 5% | 4%
78: C#CCSc1nnc(-c2ccc(C)cc2)o1
 : -15% | 5% | -12%
79: COc1cc(C(=O)c2ccccc2)c([N+](=O)[O-])cc1OC
 : -3% | . | -3%
80: Cc1ccc(NC(=O)Cn2nc(C)c3nn(-c4ccc(Cl)cc4)c(C)c3c2=O)cc1F
 : 16µM* | 0% | .

Next section:
Sequence of screens – DT40 TDP1 no CPT | TDP1 block | N370S GC
81: CCOc1cccc2cc(C(=O)Nc3nccs3)c(=O)oc12
 : -16% | 0% | -4%
82: CCOC(=O)C1=CN(Cc2cccc(Br)c2)S(=O)(=O)N(C)C1C (stereo not drawn)
 : ? | -11%[56.1 µM] | .
83: O=S(=O)(c1ccc(Cl)cc1Cl)n1ccnc1
 : -14% | -3% | .
84: COc1ccc(-c2cc(C(=O)OCc3ccccn3)c3ccccc3n2)cc1
 : ? | . | ?
85: CC(=O)NC1C(=O)N(CCc2ccccc2)c2ccc(Br)cc21 (stereo not drawn)
 : -28% | 6% | -6%
86: CN(C)S(=O)(=O)c1cccc(NC(=O)COC(=O)c2cccnc2Cl)c1
 : -11% | 1% | .
87: CCCCCC(=O)Nc1cccc(C2=NOC3(C2)C[C@@H](C(N)=O)N(C(=O)c2ccc(OC)cc2)C3)c1 (stereo partly drawn)
 : 2% | 2% | -3%
88: Cc1ccc(-c2ccc(=O)n(CC(=O)NCC3COCCO3)n2)cc1 (stereo not drawn)
 : 6% | . | -5%
89: CCOc1ccc(/C=C(\C#N)C(=O)Nc2sc3c(c2C(=O)OC)CCC3)cc1OC
 : 7% | 0%[12.3 µM] | .
90: CC(C)c1ccc(S(=O)(=O)N2CCN(C(=O)CN3C(=O)NC4(CCCC4)C3=O)CC2)cc1
 : 1% | 0% | 0%
91: CC(=O)N1CC2(CC2)CC1c1ccccc1 (stereo not drawn)
 : . | 6% | 10%
92: CCOC(=O)c1c(-c2ccccc2)nc2ccc(Cl)cn12
 : 16µM* | -4% | 3%
93: Cn1c(=O)cc2c3c(c(N4CCCCC4)ccc31)C(=O)c1ccccc1-2
 : 10µM* | 10% | 2%
94: O=C(N/N=C/c1ccncc1)c1ccccc1OCc1ccc(Br)cc1
 : ? | 4% | 7%
95: COc1ccc(C(C)=O)cc1COc1cc(C)c(Cl)c(C)c1
 : -28% | 1% | 12%
96: CS(=O)(=O)N1CCC(C(=O)Nc2cccc(C(F)(F)F)c2)CC1
 : -23% | 2% | -5%
97: O/N=C\c1cccn1-c1ccc(Br)cc1
 : -27% | 9% | -30%

Some of the compounds tested; count on the stated rates, not on these rows.
